PRMT1 FP inh: PRMT1 methyltransferase inhibitors, primary screen, biochemical, fluorescence polarization. 1.3% of 370,000 active. recombinant PRMT1, activity-based probe fluorescence polarization. inhibition, % at 2.79 µM;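 active means inhibition above about 21% made by adding two undisclosed values, limit read from the data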
Target sequence (Q99873 whole entry, looked up): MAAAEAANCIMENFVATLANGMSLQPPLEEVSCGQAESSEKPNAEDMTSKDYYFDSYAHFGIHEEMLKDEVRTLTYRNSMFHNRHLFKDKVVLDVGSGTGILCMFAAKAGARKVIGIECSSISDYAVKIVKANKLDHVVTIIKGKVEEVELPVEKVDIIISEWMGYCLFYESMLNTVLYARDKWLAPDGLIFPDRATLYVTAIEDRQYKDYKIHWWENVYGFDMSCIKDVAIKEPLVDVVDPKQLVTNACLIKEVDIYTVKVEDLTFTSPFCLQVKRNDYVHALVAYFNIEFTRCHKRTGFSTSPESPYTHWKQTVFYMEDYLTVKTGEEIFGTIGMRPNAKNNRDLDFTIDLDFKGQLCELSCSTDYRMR
MBD2 DNA inh: inhibitors of MBD2 binding to methylated DNA, primary screen, biochemical, TR-FRET, DNA-binding domain, human. Methyl-CpG-binding domain protein 2 (Homo sapiens), Q9UBB5. AID 686964, 2013. 0.31% of 370,000 active. MBD2 binding to methylated oligonucleotide. inhibition, % at 4.4 µM; in the data active means inhibition above about 13%
Target sequence (Q9UBB5 whole entry, looked up, the tested form may be a part): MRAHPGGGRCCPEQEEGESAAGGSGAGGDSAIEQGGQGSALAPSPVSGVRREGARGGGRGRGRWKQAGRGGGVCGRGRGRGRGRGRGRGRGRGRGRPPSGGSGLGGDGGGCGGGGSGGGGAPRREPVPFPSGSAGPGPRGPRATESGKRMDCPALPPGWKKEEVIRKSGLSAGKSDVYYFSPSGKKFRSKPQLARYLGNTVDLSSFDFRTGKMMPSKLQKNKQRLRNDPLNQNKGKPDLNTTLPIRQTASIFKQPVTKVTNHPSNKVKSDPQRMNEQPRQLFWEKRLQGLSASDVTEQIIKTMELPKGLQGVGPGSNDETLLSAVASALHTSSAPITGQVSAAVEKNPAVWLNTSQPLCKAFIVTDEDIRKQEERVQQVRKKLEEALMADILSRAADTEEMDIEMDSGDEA
TCR CD3 inh: inhibitors of human TCR-CD3 interaction, primary screen, biochemical, fluorescence, TAMRA-labeled TCR probe; T-cell receptor (TCR); inhibition, % at 9.4 µM; 0.37% of 360,000 active; AID 651800, 2012; in the data active means inhibition above about 19%;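 further: recombinant mutant TCR 2C K166C tagged with TAMRA read by polarization; 0% = receptor in buffer alone and 100% = receptor with positive control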
HTRA1 inhibitor: HTRA1 serine protease inhibitors, primary screen, biochemical, fluorescence polarization, HTS; 0.5% of 340,000 active; Q92743; AID 504803, 2011; inhibition, % at 5.96 µM; recombinant HTRA1, FP-rhodamine activity-based probe; in the data active means inhibition above about 36%;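 further: 0% = enzyme with DMSO and 100% = wells lacking enzyme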
mABHD4 FP: ABHD4 inhibitors, primary screen, biochemical, fluorescence polarization, mouse; 0.54% of 370,000 active; inhibition, % at 8.92 µM; (Lyso)-N-acylphosphatidylethanolamine lipase (Mus musculus), Q8VD66; AID 720543, 2013; purified mABHD4, FP-Rh probe fluorescence polarization;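 active means inhibition exceeding the mean over every tested compound plus 3 SD, cut at about 30% in these data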;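 further: 0% = plate median of compound wells and 100% = S159A mutant with DMSO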
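Test system: mouse ABHD4 enzyme, wild type. Reagent: FP-Rh fluorescent activity-based probe, added after compound pre-incubation. Timing: pre-incubation 45 min, probe exposure 60 min, at 25 °C. Technique: FP readout, ex 525 nm / em 598 nm. Benchmarks: high control S159A mutant with DMSO, low control median of compound wells.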
UHRF1 MBD2 ctr: UHRF1 methylated DNA binding inhibitors, primary screen, counter-screen for MBD2 inhibitor project, biochemical, TR-FRET, human UHRF1, single concentration | E3 ubiquitin-protein ligase UHRF1 (Homo sapiens), Q96T88 | UHRF1 binding to methylated oligo | inhibition, % at 4.4 µM | 0.75% of 370,000 active | AID 687016, 2013; in the data active means inhibition above about 21%;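 further: UHRF1 SRA domain binding a hemimethylated CpG hairpin DNA probe; 0% = median of test compound wells and 100% = reference inhibitor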
NPR1 activator: GC-A stimulated cGMP production enhancers – HEK293 GC-A cells, cGMP TR-FRET, EC30 ANP, primary screen; Atrial natriuretic peptide receptor 1 (Homo sapiens), P16066; 0% at EC30 ANP, 100% saturating ANP; activation, % at 10 µM; 0.14% of 370,000 active; AID 1671463, 2021; in the data active means activation above about 40%
SIAE primary: human SIAE inhibitors, primary screen, biochemical, fluorescence polarization, FP-Rh probe, 1536-well HTS. inhibition, % at 9.66 µM. 0.69% of 370,000 active. SIAE FP-Rh probe binding;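 active means inhibition above a cutoff: mean of compounds within the control limits plus 3 SD of those, cut at about 17% in these data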;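 further: 0% = plate median of compound wells and 100% = probe without SIAE protein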
rCAG binder: binders of r(CAG) RNA repeats, primary screen, biochemical, fluorescence | r(CAG) RNA repeat, TO-PRO-1 dye displacement fluorescence | inhibition, % at 3 µM | 1.3% of 370,000 active | AID 651821, 2012;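 active means inhibition above the plate cutoff, the mean of all test compounds on that plate plus 3 SD, cut at about 35% in these data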;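 further: 0% = DMSO alone and 100% = 100 µM mitoxantrone as full dye displacement; higher means more dye released from RNA so lower well fluorescence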
GC-B act: human GC-B receptor activators, primary screen, HEK293 GC-B cells, cGMP TR-FRET, EC30 CNP; activation, % at 10 µM; 0% at EC30 CNP, 100% saturating CNP; Atrial natriuretic peptide receptor 2 (Homo sapiens), P20594; 0.11% of 370,000 active;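 active means activation at 10 µM reaching about 35% in either raw or pattern-adjusted values, limit read from the data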
* marks the source's active call; other numbers are inactive results; / = no result given. Some of the compounds tested; the hit share may differ from the screen's.

SMILES	PRMT1 FP inh	MBD2 DNA inh	TCR CD3 inh	HTRA1 inhibitor	mABHD4 FP	UHRF1 MBD2 ctr	NPR1 activator	SIAE primary	rCAG binder	GC-B act
NNC(=O)COc1ccc(C(F)(F)F)cc1	3.4	-3.0	-2.5	-0.1	1.4	7.4	3.6	-0.7	-2.5	4.1
O=C(NC(=S)Nc1cc(Cl)ccc1O)c1cccc(Br)c1	-0.9	-3.0	-3.3	5.6	-21.0	0.0	0.4	-4.2	15.5	-2.1
CCn1c(NC(=O)C(C)C)c2ccccc2nc1=O	3.8	9.4	3.5	1.4	3.2	-0.2	2.6	2.6	-1.1	-4.2
CN(Cc1ccc(OC(F)F)cc1)C(=O)c1cccc(S(=O)(=O)N2CCN(Cc3ccccc3)CC2)c1	-3.6	-0.9	8.7	-13.0	-4.4	-0.5	1.4	2.1	-2.3	-3.7
Cc1nc2cc(C(F)(F)F)ccc2n1C1CCN(CC(=O)N2CCCC2)CC1	2.9	-1.0	0.4	-14.5	-6.0	-0.2	-0.3	-1.9	-8.4	3.7
O=C(CCc1nc2sc3c(c2c(=O)[nH]1)CCCC3)Nc1ccccc1Cl	0.2	-6.7	0.3	-6.1	-2.5	-0.1	-0.9	-15.6	4.6	0.2
CC(=O)N[C@@H](Cc1c[nH]c2ccccc12)C(=O)OCC(=O)Nc1ccc(S(=O)(=O)N(C)C)cc1	7.2	-5.1	-7.3	15.1	4.7	2.1	0.6	3.2	2.4	0.7
COc1ccc(Cl)c2sc(N(CCN(C)C)C(=O)c3ccc4c(c3)OCCO4)nc12	-0.6	3.0	2.2	-2.0	5.5	2.2	-4.5	-3.8	-2.5	-11.8
CCCCNCCCOc1ccc(C)cc1Br	-0.4	-1.6	6.1	10.6	6.2	-3.4	-5.2	-2.9	7.1	-4.0
CCOC(=O)N1CCN(C(=O)CSc2ccc(-c3ccccc3)nn2)CC1	6.7	-1.8	-2.4	0.2	0.8	2.1	-5.2	2.8	-6.8	-0.8
CCOc1ccc(-c2n[nH]c(C(=O)NN)c2C)cc1	2.6	7.8	-6.5	-11.8	-5.0	0.3	2.9	-4.3	1.3	1.6
Cc1ccc(SCCNC(=S)Nc2ccc(C)c(C)c2)cc1	5.0	2.9	-4.4	-31.7	-20.6	4.0	0.4	-2.1	-3.8	0.5
COc1cccc([C@@H]2CC=C(C(=O)O)[C@H](c3ccc(F)cc3)N2S(=O)(=O)c2ccc(C)cc2)c1	0.4	-5.7	-0.1	-14.7	9.1	1.4	0.2	0.5	45.5*	-3.0
CCOc1ccc(NC(=S)NCc2ccc3c(c2)OCO3)cc1	-0.4	-2.6	-1.5	-4.3	1.8	-0.1	-0.8	-1.8	-0.7	6.2
COCc1[nH]nc2c1C(c1ccc3c(c1)OCO3)N(Cc1ccccc1)C2=O (stereo not given)	16.6	-6.2	0.1	/	-3.4	-0.7	13.9	1.3	1.4	-5.0

One compound at a time (already shown). Screens in order: PRMT1 FP inh	MBD2 DNA inh	TCR CD3 inh	HTRA1 inhibitor	mABHD4 FP	UHRF1 MBD2 ctr	NPR1 activator	SIAE primary	rCAG binder	GC-B act
`COCc1[nH]nc2c1C(c1ccc3c(c1)OCO3)N(Cc1ccccc1)C2=O` (stereo not given) is listed as 16.6	-6.2	0.1	/	-3.4	-0.7	13.9	1.3	1.4	-5.0
`CCCCNCCCOc1ccc(C)cc1Br` is listed as -0.4	-1.6	6.1	10.6	6.2	-3.4	-5.2	-2.9	7.1	-4.0
`Cc1nc2cc(C(F)(F)F)ccc2n1C1CCN(CC(=O)N2CCCC2)CC1` is listed as 2.9	-1.0	0.4	-14.5	-6.0	-0.2	-0.3	-1.9	-8.4	3.7
`COc1ccc(Cl)c2sc(N(CCN(C)C)C(=O)c3ccc4c(c3)OCCO4)nc12` is listed as -0.6	3.0	2.2	-2.0	5.5	2.2	-4.5	-3.8	-2.5	-11.8

Further results follow.
SMILES	PRMT1 FP inh	MBD2 DNA inh	TCR CD3 inh	HTRA1 inhibitor	mABHD4 FP	UHRF1 MBD2 ctr	NPR1 activator	SIAE primary	rCAG binder	GC-B act
CCOc1ccc(N(CC(=O)NCc2ccc(F)cc2)C(=O)c2ccco2)cc1	1.4	5.5	-4.8	-7.5	1.3	-1.4	1.3	-0.2	-0.5	-1.8
CC(Oc1ccc2ccc(=O)oc2c1)C(=O)NCCN1CCOCC1 (stereo not given)	5.7	5.2	6.2	1.4	7.3	1.1	3.9	0.3	-0.5	-5.1
COc1ccc(-n2c(N)cc(=O)nc2SCC(=O)NC2CCCCC2)cc1	-4.1	2.6	1.1	-2.1	-3.0	-2.4	1.8	1.5	-3.6	3.2
C[C@@H]1NS(=O)(=O)[C@H]2C[C@@H]3C=C[C@]2(O3)[C@H]1OC(=O)c1ccccc1Br	-1.3	0.2	1.1	-1.7	5.8	-2.4	1.1	14.4	5.3	1.0
COc1ccc(C(=O)N/N=C(\C)CC(=O)Nc2ccc3c(c2)OCO3)cc1	1.7	0.5	5.8	-2.9	5.0	-3.9	0.3	4.6	1.5	1.0
CC(=O)N1CCN(C(=O)c2ccc(Oc3ccccc3)cc2)CC1	-2.5	-1.2	-1.5	-1.7	-9.5	1.7	2.9	-1.8	-3.0	2.7
Cc1ccc([C@H]2C[C@]34CN(Cc5ccccc5)S(=O)(=O)[C@H]3C[C@H]2O4)cc1	-2.2	-3.9	-3.0	/	-0.9	-3.4	4.9	2.9	0.1	1.4
COc1ccc(N2CCN(CCNC(=O)C3CC(=O)N(C4CCCC4)C3)CC2)cc1 (stereo not given)	2.2	-2.6	7.0	4.2	-1.7	-2.8	0.3	15.0	-9.9	-4.9
COc1ccc(NC(=O)c2ccccc2)c([N+](=O)[O-])c1	-2.2	-1.7	0.7	-0.9	-2.0	0.9	0.2	-0.1	0.6	-3.3
Cc1nc(NC(=O)C23CC4CC(CC(C4)C2)C3)sc1Cc1ccc2c(c1)OCO2	2.1	1.5	-1.6	-8.3	10.9	0.3	-1.7	-5.7	-1.5	-8.1
O=C(CSc1nc(C(F)(F)F)cc(=O)[nH]1)Nc1nccs1	3.1	1.2	7.4	0.8	4.6	-1.4	1.5	1.6	0.3	0.3
CCOc1c2ccc(C(=O)NCc3ccc(C(F)(F)F)cc3C(F)(F)F)cc2nn1C	2.5	-0.6	-2.4	-20.6	-14.5	-0.1	2.3	-2.9	-6.9	7.2
COc1cc(OC)cc(C(=O)Nc2ccc(S(=O)(=O)Nc3cc(C)nc(C)n3)cc2)c1	-0.7	-1.0	3.4	/	-4.8	-0.7	0.8	1.5	10.6	-1.4
COc1ccc(/C=N/Nc2nncc3ccccc23)c(OC)c1	0.0	2.4	-3.2	2.0	-1.1	4.9	-3.6	10.0	1.6	-3.3
CSc1cccc(NC(=O)c2sc3nc4n(c(=O)c3c2C)CCC4)c1	0.3	-1.3	-6.6	-12.0	-14.3	2.3	1.3	-9.8	7.9	-6.3
Cc1cccc(NC(=O)CSc2nsc(SCC(=O)Nc3cccc(C)c3)c2C#N)c1	6.6	8.0	-2.2	-24.9	-15.9	3.1	0.4	-32.8	10.1	5.6
Cc1ccc(NC(=O)CCS(=O)(=O)c2ccccc2)cc1C	5.4	3.9	/	/	6.1	1.1	3.1	7.1	1.5	-1.9
O=C(N/N=C/c1ccccc1Br)c1cccc(S(=O)(=O)N2CCOCC2)c1	-1.1	-2.7	-0.3	-2.9	0.3	0.5	-0.1	0.7	6.4	-1.2
Cc1c(NC(=O)COC(=O)C(c2ccc(Cl)cc2)C(C)C)c(=O)n(-c2ccccc2)n1C (stereo not given)	1.4	-1.8	0.4	2.9	-3.0	1.5	1.2	0.3	-7.3	1.2
CSCC[C@@H](CO)NC(=O)[C@H]1O[C@@H](n2ccc(N)nc2=O)[C@H](O)[C@@H]1O	0.3	-6.6	7.0	/	2.9	-2.1	-0.1	4.5	0.7	5.0
COC(=O)c1ccc2c(=O)[nH]c(COC(=O)c3[nH]c(C)c(C(C)=O)c3C)nc2c1	-0.3	-0.3	10.0	-7.1	-1.2	11.8	-1.6	-3.9	12.4	1.5
O=C(NC(=S)NC12CC3CC(CC(C3)C1)C2)c1ccc(F)cc1	-1.7	-0.8	5.7	/	1.8	0.5	2.2	-3.6	0.6	-6.6
COc1ccc(-c2cn3cccnc3n2)cc1NC(=O)C(C)Oc1ccccc1 (stereo not given)	4.1	-0.2	-11.0	-16.3	-15.0	1.6	5.8	-0.7	6.4	8.4
CCOC(=O)N1CCN(CCC(=O)Nc2cc(C)ccc2C)CC1	2.8	4.4	-13.5	-6.7	2.4	1.4	4.5	-4.4	-7.5	2.7
Cc1cc(F)ccc1NC(=O)Nc1ccc2c(c1)OCO2	0.7	3.8	-12.5	10.5	-4.3	2.5	-1.2	4.2	-2.7	-6.2
Cc1ccc(C(=O)N2C(=O)C(c3ccccc3)Oc3ccccc32)cc1 (stereo not given)	-5.0	-4.7	2.4	-24.1	-15.7	1.5	5.7	5.0	-0.6	-1.1
CCCOC(=O)c1ccc(NC(=O)c2ccoc2C)cc1	-1.8	-5.9	7.3	-20.7	-11.6	-1.0	-0.1	-6.6	2.2	-2.1
CS(=O)(=O)CC(=O)Nc1ccc2nc3n(c(=O)c2c1)CCCCC3	-0.3	1.0	2.6	-1.2	-7.2	-0.3	-1.4	3.8	0.3	-3.6
Nc1sc(-c2ccccc2)cc1C(=O)NCCc1ccc(Cl)cc1	7.0	1.8	5.2	/	-3.0	-1.5	6.8	-3.6	20.4	3.8
Cc1cc(C(=O)N=Nc2c(O)n(C(C)C)c3ccccc23)n[nH]1	-2.7	-5.5	-0.6	-3.0	-1.1	-2.3	-3.1	-2.4	2.1	-10.3
CCOc1cccc(C2C(C(=O)c3ccco3)=C(O)C(=O)N2c2nnc(C)s2)c1 (stereo not given)	15.8	1.3	3.4	9.6	6.8	-5.8	4.3	-2.1	7.7	0.9
NC(=O)CSc1nnc(-c2ccccn2)n1N	-3.9	-4.7	-1.3	3.7	-6.0	-0.5	1.1	-10.0	-0.5	-8.1
OC(CN1C2=NCCCN2c2ccccc21)c1ccc(Br)cc1 (stereo not given)	0.8	2.3	1.3	5.5	-2.9	68.9*	-25.0	2.3	3.9	-27.2
CCCCCCC12C(=Cc3cc(C)ccc31)c1ccccc1C(CC(=O)NCc1ccccc1)N2C(=O)OC (stereo not given)	5.3	29.3*	-5.1	/	-11.1	54.4*	-4.7	2.0	6.5	-5.2
COc1ccc(-c2nc3c(-c4ccc(Cl)cc4)cnn3cc2C)cc1F	-3.0	2.7	-1.3	3.0	-2.4	-1.4	10.6	2.4	-0.8	-6.9
COc1cccc(NC(=O)Cn2nnc(-c3ccccc3N)n2)c1	-0.2	4.0	0.4	-9.2	-5.9	1.1	0.8	0.8	5.9	0.9
CN1C(=O)c2cc(NC(=O)C3CCCCC3)ccc2OC[C@H]2O[C@@H](CC(=O)NC3CCCC3)CC[C@H]21	-4.4	-5.1	/	/	2.6	-1.2	-0.2	-5.4	4.9	-6.7

Bioassay records as filed in PubChem BioAssay.
